Menin-MLL TR inh: menin-MLL binding inhibition, Texas Red mutant peptide; Menin + Texas Red MLL mutant peptide, fluorescence polarization; Potency, µM (top dose mostly 61.6 µM), for inactives: at the top dose FP activity change, negative = inhibition, actives largely listed as inhibitors; actives 0.23% (n = 270,000); AID 1768; active = well fitted inhibition curve with a large enough effect in the polarisation, with a control signal flat, not every such curve was filed as active; inconclusive = small, poorly fitted or top-dose-only effect, or effect the other way, or a change in a side signal; inactive = no such curve, though single readings can be large or run the other way; the % refers to the polarisation; note: potency is the fitted concentration of half-maximal effect; % of control where 0% means no effect; many of its hits are not listed in these tables
TSHR antagonist: human thyrotropin receptor antagonism; P16473; TSHR-expressing cells, TSH-stimulated cAMP HTRF, 2 h; stronger effect = lower value; activity change, negative = inhibition, % at 11.5 µM; actives 0.2% (n = 330,000); AID 504810;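 active = activity change below a set negative limit, meaning inhibition stronger than a set level, cut at about -70% in these data; inconclusive = activity change between two set negative limits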; note: % is set by controls: 0 for no effect and ±100 for the full control effect
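Cell-based HTRF cAMP assay; TSHR cells + compound, TSH EC80 (4nM final), 2 h, 37 deg C. Lysis with anti-cAMP cryptate and cAMP-d2, 30 min RT, read 665/620 nm.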
TSG101-PTAP inh: blocks PTAP/TSG101 interaction to inhibit HIV-1 budding; Q99816; Fluorescence polarization, FITC-PTAP peptide / Tsg101 binding; Potency, µM (series often up to 115 µM), for inactives: at the highest dose activity change, negative = inhibition, hits mostly inhibitors; 340,000 tested, under 10 active; AID 493005; active = well fitted inhibition curve with a large enough effect in the main read-out, with a control signal flat, not every such curve was filed as active; inconclusive = small, poorly fitted or top-dose-only effect, or effect the other way, or a change in a side signal; inactive = no such curve, though single readings can be large or run the other way; note: potency is the fitted concentration of half-maximal effect; % of control where 0% means no effect
Target sequence (Q99816 whole entry, looked up): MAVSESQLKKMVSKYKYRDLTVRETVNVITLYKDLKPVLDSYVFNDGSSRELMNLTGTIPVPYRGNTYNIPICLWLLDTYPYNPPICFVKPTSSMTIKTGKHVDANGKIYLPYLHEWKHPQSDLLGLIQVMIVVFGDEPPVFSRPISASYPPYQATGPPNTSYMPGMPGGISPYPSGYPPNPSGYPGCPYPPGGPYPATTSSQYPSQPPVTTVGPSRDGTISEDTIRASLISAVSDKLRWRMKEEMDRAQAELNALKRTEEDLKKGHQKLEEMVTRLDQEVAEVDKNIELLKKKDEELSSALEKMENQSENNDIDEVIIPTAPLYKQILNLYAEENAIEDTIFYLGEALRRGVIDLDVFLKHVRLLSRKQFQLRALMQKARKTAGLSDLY
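Tsg101 binding domain (10 uM final) was mixed with compound and a FITC-labeled PTAP peptide (50 nM final) in HEPES pH 7.5 buffer with NaCl, Tween 20, EDTA and TCEP; fluorescence polarization was read after 20 min at r.t.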
Integrin act MD: activators of alpha7 integrin expression for muscular dystrophy; alpha7betagal myoblasts, beta-gal FDG fluorescence, 48 h; Potency, µM (top dose mostly 38.3 µM), for inactives: at the top dose activation, most hits filed as activators; actives 0.064% (n = 350,000); AID 624291;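 note: potency is the fitted concentration of half-maximal effect; 100% = response of the positive control SU9516; nearly all actives have a fitted effect of over 60% in size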
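Alpha7betagal+/- myoblasts (passage 13) were plated 16-24 hr, then exposed to compounds (1:260 dilution of DMSO stock) for 48 hours at 37C. After MPER lysis, β-galactosidase reporter activity was read as FDG fluorescence (ex 480/em 540) after 30 minutes.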
Mito fusion yeast: mitochondrial division inhibition or fusion activation. S. cerevisiae fusion-defective mutant growth rescue, CellTiterGlo 48 h. Potency, µM (highest dose often 46.1 µM), inactives show at the top dose growth rescue (activation), most hits filed as activators. actives 0.23% (n = 320,000). AID 485298;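 note: potency is the fitted concentration of half-maximal effect; % of control where 0% means no effect; nearly all actives have a fitted effect of over 45% in size; temperature-sensitive fusion mutants such as fzo1-1 at 37 °C on non-fermentable ethanol glycerol medium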
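S. cerevisiae fusion-defective temperature-sensitive mutants (e.g. fzo1-1, mgm1-5) grown 48 h at 37C in YPEG (ethanol/glycerol non-fermentable) medium with 23 nl compound per well; growth rescue read as CellTiterGlo luminescence.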
MBNL1 CUG block: MBNL1-poly(CUG) RNA binding inhibition; actives 0.036% (n = 280,000); Q9NR56; Potency, µM (series often up to 57.5 µM), without a hit: at the top dose activity change, negative = inhibition, usual class: inhibitors; TR-FRET MBNL1-His/biotin-(CUG)12 binding, 665/545 ratio; active = well fitted inhibition curve with a large enough effect in the signal ratio, with a control signal flat, not every such curve was filed as active; inconclusive = small, poorly fitted or top-dose-only effect, or effect the other way, or a change in a side signal; inactive = no such curve, though single readings can be large or run the other way; the % refers to the signal ratio; note: potency is the fitted concentration of half-maximal effect; % is set by controls: 0 for no effect and ±100 for the full control effect
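TR-FRET between His-tagged MBNL1 and biotin-(CUG)12 RNA, detected with Tb anti-His antibody (0.055 ng/ul) and streptavidin-XL665 (5 nM), 60 min at room temperature. Compounds titrated 92 nM to 58 uM; 665/545 nm ratio normalized to buffer and complex controls.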
TCR activator: T cell receptor activation | primary human leukocytes, anti-CD3, IL-2 HTRF, 48 h | 330,000 tested, under 10 active | Potency, µM (series often up to 9.22 µM), for the others: top-dose activation of IL-2 secretion, hits mostly activators; note: % of control where 0% means no effect
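1) Mix primary human leukocytes, a-CD3 beads and compound. 2) Incubate 48 hr. 3) Add HTRF IL-2 reagents (a-IL-2-K, a-IL-2-d2).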
S-ASM inh: inhibitors of human secretory acid sphingomyelinase | P17405 | placental ASM, HMU-PC fluorogenic substrate, 60 min | Potency, µM (highest dose often 57.5 µM), for inactives: at the top dose activity change, negative = inhibition, actives largely listed as inhibitors | actives 0.006% (n = 340,000) | AID 504937; note: potency is the fitted concentration of half-maximal effect
Target sequence (P17405 47-631 limits assumed): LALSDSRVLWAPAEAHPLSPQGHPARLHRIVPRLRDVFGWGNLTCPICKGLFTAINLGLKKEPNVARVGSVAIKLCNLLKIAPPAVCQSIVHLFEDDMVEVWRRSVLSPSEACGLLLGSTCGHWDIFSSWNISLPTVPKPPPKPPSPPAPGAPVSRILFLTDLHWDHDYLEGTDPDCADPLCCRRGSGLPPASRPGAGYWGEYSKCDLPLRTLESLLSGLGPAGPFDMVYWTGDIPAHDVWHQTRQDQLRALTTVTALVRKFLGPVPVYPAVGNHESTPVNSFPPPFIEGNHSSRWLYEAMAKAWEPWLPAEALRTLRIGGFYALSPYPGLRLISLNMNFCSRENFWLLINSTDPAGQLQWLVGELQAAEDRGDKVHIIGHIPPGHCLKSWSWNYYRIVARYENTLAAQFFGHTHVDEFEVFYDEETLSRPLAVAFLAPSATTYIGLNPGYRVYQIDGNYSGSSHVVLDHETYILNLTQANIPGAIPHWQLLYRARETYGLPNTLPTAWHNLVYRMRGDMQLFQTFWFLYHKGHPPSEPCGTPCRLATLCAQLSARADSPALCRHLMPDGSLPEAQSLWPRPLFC
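HMU-PC0 cleavage (9 uM final) by human placental ASM, 60 min at 37 °C following 10 min compound exposure at RT; stopped at pH 10, fluorescence Ex 386/Em 447 nm.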
A-T KAP1 phos: candidate therapy for ataxia-telangiectasia. […] A-T fibroblasts, KAP-1 phosphorylation AlphaLISA; neocarzinostatin DNA damage 30 min before lysis. Potency, µM (series often up to 57.5 µM), for inactives: top-dose activation, hits mostly activators. actives 0.19% (n = 320,000); note: potency is the fitted concentration of half-maximal effect; % of control where 0% means no effect; nearly all actives have a fitted effect of over 45% in size
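ATM-like activity read as KAP-1 phosphorylation via AlphaLISA donor/acceptor antibody pairs after lysis and 6 hr at 25C. Cells were ATM-null patient fibroblasts ([…], hTERT), dosed 60 min, then exposed to the DSB inducer NCS for 30 min.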
CXXC DNA block: MLL CXXC-DNA interaction inhibition. MLL-CXXC / FITC-HOXA9 DNA fluorescence polarization. Potency, µM (top dose mostly 115 µM), for inactives: at the top dose activity change, negative = inhibition, usual class: inhibitors. actives 0.037% (n = 290,000). AID 2662; active = well fitted inhibition curve with a large enough effect in the polarisation, with a control signal flat, not every such curve was filed as active; inconclusive = small, poorly fitted or top-dose-only effect, or effect the other way, or a change in a side signal; inactive = no such curve, though single readings can be large or run the other way; the % refers to the polarisation; note: potency is the fitted concentration of half-maximal effect
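Purified MLL-CXXC (added from a 7 uM solution) was preincubated 5 min at ambient with pinned compounds in 50 mM Tris-HCl pH 7.5, 50 mM NaCl, 1 mM DTT, 0.05% BSA. Fluorescein-labeled HOX-A9 DNA (50 nM solution) followed, 30 min, then polarization read.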
Numbers without * were called inactive; i = inactive; ? = inconclusive; nt = no result given; [ ] = another dose, or the depositor's remark. Unless noted, calls come from the whole dose curve; as a rule, active = well fitted curve in the direction sought with a large enough effect; inconclusive = small, poorly fitted or top-dose-only effect, or another doubt; inactive = no such curve, though single readings can be large; an effect the other way counts as inactive or inconclusive. Some of the compounds tested; rates above refer to the full screens.

SMILES | Menin-MLL TR inh | TSHR antagonist | TSG101-PTAP inh | Integrin act MD | Mito fusion yeast | MBNL1 CUG block | TCR activator | S-ASM inh | A-T KAP1 phos | CXXC DNA block
Cc1ccc(N(CC(=O)NCCc2ccc(F)cc2)S(=O)(=O)c2ccc(Cl)c([N+](=O)[O-])c2)c(C)c1 | ? | -36 | -7% | -7% | -10% | 17% | -1%[46.1 µM] | -6% | -5% | 4%
CCN(CC)c1ccc(C2NCC(c3ccc([N+](=O)[O-])cc3)O2)cc1 (configuration not stated) | 3% | 8 | -3% | -6% | 1% | ? | 1%[46.1 µM] | 0% | 7% | 6%
Cc1cc(C(=O)OCn2nnc3ccccc3c2=O)c(C)o1 | -4% | -2 | -13% | 12% | 6% | 0% | -4% | -1% | 3% | 11%
COc1ccc2[nH]c3c(NCCN(C(C)C)C(C)C)ncnc3c2c1 | -1% | -6 | -1% | -56%[inhibitor] | -4% | -4% | 0% | 20% | 1% | 12%
Cc1ccc(OCCN(C)C(=O)CC2C(=O)NCCN2CC(C)(C)C)cc1 (configuration not stated) | -26% | -6 | -2% | -4% | -2% | 9% | -7% | 13% | -2% | -2%
Cc1ccc(S(=O)(=O)Nc2nc3ccc(N)cc3s2)cc1 | 8% | -5 | -5% | -4% | -1% | -9% | 15% | 0% | 2% | 10%
C/C(=N\NC(=S)Nc1cccc(C)c1)c1cccc(N)c1 | 2% | -12 | -4% | -2% | -18% | ? | 7%[46.1 µM] | 7% | -2% | 5%
Cc1ccc(CNC(=O)c2cc3c(-c4ccc(Cl)cc4)nn(C)c3s2)o1 | 1% | -10 | -1% | -43% | 3% | -7% | -14% | -14% | 5% | -8%
Clc1ccc(-c2ccc(-c3nn4c(-c5ccco5)nnc4s3)o2)cc1 | nt | nt | -1% | -12% | nt | nt | 3% | 51%[activator] | nt | nt
CCOC(=O)c1cn2nc(Oc3ccc(OC)cc3)ccc2n1 | nt | -2 | 0% | 17% | 7% | -6% | 0% | 0% | 14% | -6%
O=C1/C(=C/c2ccccc2)CCCc2ccccc21 | -13% | -8 | -1% | -19% | 13% | 10% | -2% | 2% | 13% | -4%
CC(C)N(Cc1ccccc1)C(=O)COC(=O)c1c(F)cccc1F | nt | 0 | -5% | -7% | nt | nt | 1% | -2% | 0% | nt
O=[N+]([O-])c1ccc(/C([O-])=C(/C(=S)Nc2ccccc2F)[n+]2ccccc2)cc1 | ? | -11 | 1% | 2% | 24% | nt | 8% | 0% | -2% | -1%
CC1(C)N([O-])C(c2ccccc2)=C[N+](=O)C1(C)C | -3% | 12 | -3% | 8% | 3% | -12% | 3% | 1% | 10% | 1%
CCCc1ccc(-c2cc(C(=O)NN3CCOCC3)c3ccccc3n2)cc1 | -21% | -3 | -2% | -27% | 0% | 9% | -6% | 0% | 3% | -8%
O=C(Nc1ccc(Nc2ccncc2)cc1)c1ccc([N+](=O)[O-])cc1 | -5% | -11 | -1% | -52% | 14% | ? | -4% | -7% | -8% | 13%
COC(=O)CCCCCc1ccc(C(C)=O)s1 | -8% | -1 | -1% | -16% | 2% | -2% | 1% | -1% | 7% | -6%
CCCCN1C(=O)C2NN=C(C(=O)OCC)C2C1=O (configuration not stated) | -3% | 32 | -3% | 17% | 2% | 6% | 6% | 4% | 11% | -4%
O=C(O)CCc1ccc(-c2ccc(Br)cc2)n1Cc1ccco1 | ? | -18 | -8% | -7% | 10% | 0% | nt | 20% | 5% | -9%
Cc1ccc(C)c(NS(=O)(=O)c2ccc(-c3coc(C)n3)cc2)c1 | 8% | -9 | -5% | 23% | 7% | -4% | -4% | -2% | 8% | 17%
COC(=O)COc1ccc2cc(-c3ccc(OC)cc3)c(=O)oc2c1 | -7% | 1 | -5% | -18% | 0% | 7% | -14% | i | 15% | 0%
COc1cc(C(C(=O)NC2CCCCC2)N(C(=O)c2snc(C(N)=O)c2N)c2ccc(C)cc2)ccc1O (configuration not stated) | 21% | 7 | 5% | 7.9µM* | -5% | -10% | -2% | 242%[activator] | 1% | 4%
O=S(=O)(Nc1cccnc1)c1ccc(Cl)c(C(F)(F)F)c1 | -8% | nt | 0% | 18% | 1% | 10% | 4% | 4% | nt | 6%
CC(C)c1nn(-c2cc(C(F)(F)F)ccn2)c(=O)o1 | nt | -3 | -5% | 4% | 0% | -9% | 5% | -4% | 2% | 1%
CCN1CCN(C(c2cccs2)C(C)NC(=O)c2ccccc2OC)CC1 (configuration not stated) | -10% | 8 | -8% | -17% | -3% | 1% | 0% | -1% | -1% | -5%
COc1ccc2[nH]c3c(=O)n(CCCCC(=O)NCCC(C)C)c(=S)[nH]c3c2c1 | 13% | 2 | -3% | 18% | 1% | -2% | 6% | 13% | 2% | 6%
Cc1ccc(C)c(C(C)NC(=O)CC#N)c1 (configuration not stated) | -1% | 5 | -9% | 2% | 0% | -7% | -17% | 4% | 1% | -2%
COc1ccc(-c2nc(NC(=O)c3n[nH]c(=O)c4ccccc34)sc2C)cc1 | -10% | 6 | 1% | -41%[inhibitor] | 5% | nt | -5%[46.1 µM] | -3% | -1% | 13%
CC(=O)c1ccc(S(=O)(=O)N2CCN(CCOc3ccc(Br)cc3)CC2)cc1 | nt | -47 | -11% | -13% | 16% | nt | -3% | 0% | 11% | nt
CCNC(=O)COC(=O)CNC(=O)c1cc(Cl)cc([N+](=O)[O-])c1 | 1% | 29 | -5% | 26% | -1% | nt | 2%[46.1 µM] | 0% | 12% | -11%
COc1ccc(NC(=O)c2nc(S(=O)(=O)Cc3cccc(C)c3)ncc2Cl)c(OC)c1 | nt | -80* | 0% | -2% | -16% | ? | -7% | 2% | -6% | ?
COc1cccc2cc(S(=O)(=O)c3ccc(C)cc3)/c(=N/NS(=O)(=O)c3ccc(C)cc3)oc12 | 2% | -7 | 5% | 26% | 0% | 1% | -1% | -5% | 6% | -6%
COC(=O)C1CCN(C(=O)CSc2nnc(-c3ccncc3)o2)CC1 | 7% | -1 | -3% | 8% | -2% | -4% | -6% | 8% | 7% | -7%
COCCNc1nnc(SCC(=O)c2c[nH]c3ccccc23)s1 | 15% | 0 | 0% | -21% | -6% | nt | 14%[46.1 µM] | 1% | -3% | -3%
Cc1cc(OCC(=O)Nc2ccc(CN3CCOCC3)cc2)c2c(C)cc(=O)oc2c1 | nt | -7 | 1% | 0% | 1% | -10% | -4% | -3% | 8% | -1%
CCOc1ccc(NC(=O)CNC(=O)c2nn(-c3ccc(OC)cc3)c(=O)c3ccccc23)cc1 | 42%[activator] | 4 | -3% | -13% | 3% | 22% | -2% | 272%[activator] | -6% | -6%
O=C(COC(=O)c1cc(-c2cccc(Br)c2)nc2ccccc12)NCC1CCCO1 (configuration not stated) | 38%[activator] | -13 | 1% | 23% | -9% | 32%[activator] | -4% | -23% | 3% | 15%
COCc1c(C(=O)N2CCN(c3ccccc3C)CC2)oc2ccccc12 | nt | nt | -1% | 21% | nt | nt | -1% | 0% | 8% | nt
CCc1ccc(NC(=O)c2cnn(-c3ccccc3)c2C)cc1 | 0% | 5 | 0% | 18% | -2% | -4% | -2%[46.1 µM] | 2% | 4% | 11%
Cc1ccc(NC(=O)COC(=O)C2(CC(=O)NC(C)C)CCCC2)cc1C | nt | -17 | 0% | 6% | nt | nt | 3% | -1% | 18% | nt

Of the compounds above, these contain a thiophene ring, fused or not:
SMILES | Menin-MLL TR inh | TSHR antagonist | TSG101-PTAP inh | Integrin act MD | Mito fusion yeast | MBNL1 CUG block | TCR activator | S-ASM inh | A-T KAP1 phos | CXXC DNA block
Cc1ccc(CNC(=O)c2cc3c(-c4ccc(Cl)cc4)nn(C)c3s2)o1 | 1% | -10 | -1% | -43% | 3% | -7% | -14% | -14% | 5% | -8%
COC(=O)CCCCCc1ccc(C(C)=O)s1 | -8% | -1 | -1% | -16% | 2% | -2% | 1% | -1% | 7% | -6%
CCN1CCN(C(c2cccs2)C(C)NC(=O)c2ccccc2OC)CC1 (configuration not stated) | -10% | 8 | -8% | -17% | -3% | 1% | 0% | -1% | -1% | -5%

Bioassay records: PubChem, National Center for Advancing Translational Sciences (NCATS)
